# ABHD4 inh = inhibitors of mouse ABHD4. Q8VD66. purified mABHD4, FP-Rh probe fluorescence polarization. inhibition, % at 8.92 µM. 370,000 tested, 0.54% active;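 active means inhibition exceeding the mean over every tested compound plus 3 SD, cut at about 30% in these data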;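 further: 0% = plate median of compound wells and 100% = S159A mutant with DMSO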
#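 Test system: mouse ABHD4 enzyme, wild type. Reagent: FP-Rh fluorescent activity-based probe, added after compound pre-incubation. Timing: pre-incubation 45 min, probe exposure 60 min, at 25 °C. Technique: FP readout, ex 525 nm / em 598 nm. Benchmarks: high control S159A mutant with DMSO, low control median of compound wells.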
# TCR-CD3 inh = inhibitors of human TCR-CD3 interaction; TAMRA-labeled TCR probe fluorescence, biochemical; inhibition, % at 9.4 µM; AID 651800; 360,000 tested, 0.37% active; in the data active means inhibition above about 19%;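 further: recombinant mutant TCR 2C K166C tagged with TAMRA read by polarization; 0% = receptor in buffer alone and 100% = receptor with positive control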
# MBD2 inh = MBD2-methylated oligo binding inhibition; Q9UBB5; TR-FRET, MBD2 binding to methylated oligonucleotide; inhibition, % at 4.4 µM; 370,000 tested, 0.31% active; AID 686964; in the data active means inhibition above about 13%
# Target sequence (Q9UBB5 whole entry, looked up): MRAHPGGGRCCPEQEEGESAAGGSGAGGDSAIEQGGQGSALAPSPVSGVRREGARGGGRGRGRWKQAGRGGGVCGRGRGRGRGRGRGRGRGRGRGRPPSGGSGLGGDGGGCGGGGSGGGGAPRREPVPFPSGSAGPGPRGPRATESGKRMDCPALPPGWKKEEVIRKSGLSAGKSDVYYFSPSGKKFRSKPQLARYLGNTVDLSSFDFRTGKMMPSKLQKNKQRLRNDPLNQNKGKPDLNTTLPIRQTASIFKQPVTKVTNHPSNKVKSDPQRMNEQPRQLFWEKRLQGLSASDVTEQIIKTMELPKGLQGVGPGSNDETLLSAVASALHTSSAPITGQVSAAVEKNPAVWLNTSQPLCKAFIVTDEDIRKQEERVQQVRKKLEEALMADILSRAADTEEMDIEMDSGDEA
# Rev-erbA mod = modulates human Rev-erb alpha binding to DNA | P20393 | Rev-erbα–FITC-DNA binding, fluorescence polarization, 90 min | activity, % at 10 µM | 370,000 tested, 0.79% active | AID 1259318;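 active means activity above about 14%, limit read from the data; passing the limit was not always enough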;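 further: 0% = DMSO wells with 35 nM protein and 100% = DMSO wells with 750 nM protein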
# Target sequence (P20393 whole entry, looked up): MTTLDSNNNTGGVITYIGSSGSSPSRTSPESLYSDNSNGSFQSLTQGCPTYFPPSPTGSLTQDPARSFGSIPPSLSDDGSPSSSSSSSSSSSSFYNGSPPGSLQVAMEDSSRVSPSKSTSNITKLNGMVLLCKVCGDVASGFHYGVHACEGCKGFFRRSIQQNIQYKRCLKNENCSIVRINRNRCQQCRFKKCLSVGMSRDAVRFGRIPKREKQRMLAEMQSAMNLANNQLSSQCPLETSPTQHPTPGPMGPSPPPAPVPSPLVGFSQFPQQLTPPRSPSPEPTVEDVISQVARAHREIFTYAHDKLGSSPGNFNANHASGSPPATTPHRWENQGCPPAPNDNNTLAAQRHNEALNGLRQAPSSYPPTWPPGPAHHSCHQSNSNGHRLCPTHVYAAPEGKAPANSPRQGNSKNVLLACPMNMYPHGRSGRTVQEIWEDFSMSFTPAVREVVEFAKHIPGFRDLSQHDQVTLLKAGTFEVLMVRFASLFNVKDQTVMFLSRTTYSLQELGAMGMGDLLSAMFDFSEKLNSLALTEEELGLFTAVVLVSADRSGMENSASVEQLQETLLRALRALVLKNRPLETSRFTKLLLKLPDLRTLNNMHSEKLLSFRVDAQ
# HTRA1 inh = inhibitors of human serine peptidase HTRA1. Q92743. recombinant HTRA1, FP-rhodamine activity-based probe, fluorescence polarization. inhibition, % at 5.96 µM. 340,000 tested, 0.5% active; in the data active means inhibition above about 36%;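 further: 0% = enzyme with DMSO and 100% = wells lacking enzyme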
# UHRF1 binding = blocks human UHRF1 binding to methylated DNA | UHRF1 binding to methylated oligo, TR-FRET | 370,000 tested, 0.75% active | inhibition, % at 4.4 µM | Q96T88; in the data active means inhibition above about 21%;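 further: UHRF1 SRA domain binding a hemimethylated CpG hairpin DNA probe; 0% = median of test compound wells and 100% = reference inhibitor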
# rCAG binder = molecules binding r(CAG) RNA repeats; r(CAG) RNA repeat, TO-PRO-1 dye displacement fluorescence; inhibition, % at 3 µM; 370,000 tested, 1.3% active; AID 651821;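 active means inhibition above the plate cutoff, the mean of all test compounds on that plate plus 3 SD, cut at about 35% in these data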;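 further: 0% = DMSO alone and 100% = 100 µM mitoxantrone as full dye displacement; higher means more dye released from RNA so lower well fluorescence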
# PG9 binder = binds the HIV-1 gp120 antibody PG9. AID 624416. 360,000 tested, 0.43% active. TR-FRET gp120-PG9 antibody binding. inhibition, % at 6.7 µM; in the data active means inhibition above about 8.5%
# LEDGF integ inh = blocks HIV-1 LEDGF/p75-dependent DNA integration; TR-FRET IN-LEDGF/p75 DNA integration, Eu/Cy5; inhibition, % at 3.7 µM; 370,000 tested, 0.64% active; AID 743269;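 active means inhibition above the screen-wide mean plus 3 SD, cut at about 13% in these data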;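 further: signal is the Cy5 over europium emission ratio at 671 and 618 nm; 0% = plate median of compound wells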
# PRMT1 FP inh = blocks human protein arginine methyltransferase 1; inhibition, % at 2.79 µM; recombinant PRMT1, activity-based probe fluorescence polarization; Q99873; 370,000 tested, 1.3% active;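 active means inhibition above about 21% made by adding two undisclosed values, limit read from the data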
# * hit, by the source's call; . = no result given. An excerpt (hit frequency here may not be typical).
no.	Compound	ABHD4 inh	TCR-CD3 inh	MBD2 inh	Rev-erbA mod	HTRA1 inh
1	CC(C)n1c(SCC(=O)Nc2nc3ccccc3s2)nc2c1c(=O)n(C)c(=O)n2C	-14	4	9	1	7
2	CC[C@H](C)[C@H](NC(=O)OCc1ccccc1)C(=O)OCC(=O)Nc1ccc(N2CCOCC2)cc1	-9	-6	7	2	12
3	CCC1CCC2(CC1)NC(=O)N(CC(=O)Nc1cc(C)on1)C2=O (stereo not given)	1	-1	1	1	-1
4	CCSC(=Nc1ccccc1)N1CCOCC1	-2	5	-6	0	.
5	CS(=O)(=O)N(CC(=O)Nc1ccc(F)cc1F)c1cccc([N+](=O)[O-])c1	2	5	1	-6	-1
6	Cc1occc1-c1nnc(SCC(=O)N2CCN(c3ncccn3)CC2)n1-c1ccccc1	1	.	4	1	.
7	Cc1cc(=O)c(C(=O)O)nn1-c1cccc(C(F)(F)F)c1	1	4	3	-4	0
8	CCc1ccc(NC(=O)CSc2nc(=O)n(CCN(C)C)c3c2CCCC3)cc1	1	4	-1	3	2
9	CCn1c(SCC(=O)N2CCOCC2)nc2ccccc21	1	-3	-2	-6	-4
10	O=C(CCC1CCN(C(=O)c2ccccc2Cl)CC1)NCc1ccc(F)cc1	2	10	0	-1	-2

no.	UHRF1 binding	rCAG binder	PG9 binder	LEDGF integ inh	PRMT1 FP inh
1	6	1	1.3	4	-1
2	3	-3	2.2	0	5
3	0	-2	1.6	-2	-2
4	-3	-1	-2.3	3	-8
5	0	1	-2.2	-4	-1
6	1	2	.	0	-1
7	4	2	-0.6	4	0
8	0	-8	0.1	3	-2
9	8	-1	-0.7	-2	-4
10	-1	-5	-0.5	-1	0

no.	Compound	ABHD4 inh	TCR-CD3 inh	MBD2 inh	Rev-erbA mod	HTRA1 inh
11	CCC1CN(C(=O)N2CCC(C(=O)NCc3cc(OC)c(OC)c(OC)c3)CC2)c2ccccc2O1 (stereo not given)	-3	4	-2	-4	7
12	COc1ccccc1C(=O)NC(=O)COC(=O)C1CC1	4	-3	-1	-4	0
13	CCCCCC(=O)N/N=C(\C)c1ccc(N2CCCCC2)cc1	-5	3	1	-1	-1
14	COc1cccc(C(=O)N2CCn3c2nc2ccccc23)c1	-3	-3	3	-10	1
15	Cc1ccc(S(=O)(=O)N2CCCCC2C(=O)O)cc1 (stereo not given)	3	0	2	-4	2
16	CCCCN(C=O)c1c(CC)nc2c(OCCOc3ccccc3)cccn12	-7	-5	-9	-8	.
17	Cc1cccc(N2CCC(N3CCN(C4CCCCC4)C(CCO)C3)CC2)c1C (stereo not given)	3	1	3	-2	2
18	Cc1cc(Cl)ccc1C(=O)C1CCCN(C(=O)/C=C/c2cnn(C)c2)C1 (stereo not given)	-5	8	-3	-3	3
19	C[C@@H]1CC=C[C@@H]2[C@H]1C(=O)N(Cc1ccccc1)[C@H]2c1cccc(C#Cc2ccccc2)c1	8	-5	4	-2	-31
20	COc1ccc(S(=O)(=O)N2CCN(C(=O)CSc3nc4ccccc4nc3N3CCCCC3)CC2)cc1	3	.	-7	-2	.

no.	UHRF1 binding	rCAG binder	PG9 binder	LEDGF integ inh	PRMT1 FP inh
11	2	-6	0.1	-1	2
12	1	-8	1.8	-4	6
13	0	-2	-3.2	-4	-1
14	-2	-3	-0.3	2	5
15	-1	5	-0.9	0	2
16	-3	0	-1.1	7	-1
17	4	-9	-1.0	0	1
18	0	-2	-1.7	0	-1
19	6	12	-1.5	-4	2
20	0	9	.	3	-3

no.	Compound	ABHD4 inh	TCR-CD3 inh	MBD2 inh	Rev-erbA mod	HTRA1 inh
21	c1cc2[nH]snc2c2nc(C3CC3)nc12	6	-4	-3	9	0
22	Cn1nc(C(=O)N2CCN(c3ccccn3)CC2)c2ccccc2c1=O	5	11	-3	-8	9
23	O=C(O)COc1ccc2c(c1)CCCC2	7	3	-3	3	5
24	CCOC(=O)Cc1csc(NC(=O)/C=C/c2cccc(Br)c2)n1	-30	-9	4	2	-18
25	COc1cc2c(cc1NC(=O)c1cc(-c3cccnc3)nc3ccc(C)cc13)oc1ccccc12	-1	2	-2	2	-2
26	COc1ccccc1OCCNC(=O)c1ccc(S(=O)(=O)N(C)C)cc1	11	-2	0	0	-2
27	CNS(=O)(=O)c1cccc(C(=O)OCc2cc(Cl)cc3c2OCOC3)c1	-20	-3	8	0	-22
28	O=[N+]([O-])c1ccc(NN=CC2CCCCCC2)c([N+](=O)[O-])c1	-13	-7	-1	-2	.
29	O=S(=O)(Nc1cccc2ccccc12)c1ccccc1	2	0	3	5	-13
30	COc1c(Br)cc(Br)cc1C(=O)O	2	1	3	0	8

no.	UHRF1 binding	rCAG binder	PG9 binder	LEDGF integ inh	PRMT1 FP inh
21	14	4	-2.0	-2	0
22	1	2	-0.6	-3	0
23	1	-3	2.6	3	-3
24	1	5	0.3	-2	8
25	1	2	-0.7	1	-3
26	1	-4	-1.2	0	-2
27	3	12	0.6	0	0
28	0	3	0.6	3	-3
29	1	0	-0.6	-3	-1
30	1	-2	-1.0	1	0

no.	Compound	ABHD4 inh	TCR-CD3 inh	MBD2 inh	Rev-erbA mod	HTRA1 inh
31	COc1ccc([C@H]2C[C@@H](n3cc(C4CC4)nn3)[C@H](O)CN2C(=O)C2CCCCC2)cc1	-4	-7	-5	0	-1
32	COc1ccc(C(=S)Nc2ccc(C)cc2)cc1	-4	4	-2	-1	3
33	CN1CC(=O)NC1=NC(=O)c1ccc(Cl)c(S(=O)(=O)N2CCCCCC2)c1	3	1	0	-5	-3
34	C=CCN1[C@@H](Cc2ccccc2)COc2cc(F)ccc2S1(=O)=O	0	.	1	-6	.
35	COc1ccc(C(=O)COC(=O)CN2C(=O)NC(C)(C)C2=O)cc1OC	6	8	1	3	6
36	CCOc1ccc(S(=O)(=O)NCc2ccc(F)cc2)c2cccnc12	2	0	6	5	3
37	O=c1oc2ccccc2cc1NCc1ccccc1O	10	-2	-2	-1	-1
38	COC(=O)C1=C(C)N(c2ccc(Cl)c(Cl)c2)C(=O)C1	-10	-2	4	1	-38
39	CCOC(=O)c1nc[nH]c1C	-6	3	2	-1	1
40	O=C(Nc1ccc2c(c1)OCO2)C1CC(c2ccccc2O)=NO1 (stereo not given)	-1	1	-3	-5	-10

no.	UHRF1 binding	rCAG binder	PG9 binder	LEDGF integ inh	PRMT1 FP inh
31	2	1	-2.7	0	4
32	-1	2	-0.8	-2	18
33	-1	2	-1.3	-1	-2
34	2	0	.	-3	2
35	-1	1	0.1	2	-3
36	2	-1	2.0	2	0
37	0	3	-1.6	-2	0
38	-1	7	-1.2	-1	0
39	0	4	0.1	5	-1
40	-2	0	-0.9	1	1

no.	Compound	ABHD4 inh	TCR-CD3 inh	MBD2 inh	Rev-erbA mod	HTRA1 inh
41	COc1ccc(COC(=O)c2cc([N+](=O)[O-])ccc2N2CCOCC2)cc1F	-2	1	-1	0	-2
42	CN(Cc1ccccc1)C(=O)c1cccc(NC(=O)Cc2cccc(NC(=O)C3CCN(C(=O)C4CCC4)CC3)c2)c1	-2	-2	0	-4	-4
43	COC(=O)c1cc(NC(=O)C2CC=CCC2C(=O)O)cc(C(=O)OC)c1 (stereo not given)	3	1	5	3	5
44	Cc1cnc(NC(=O)CN(C)S(=O)(=O)c2ccc(Cl)cc2)s1	-2	0	-3	-1	-4
45	COCC(C)n1c(C)cc(C(=O)COC(=O)/C=C/c2cccc(F)c2)c1C (stereo not given)	-9	8	3	3	-10
46	Cc1cc(S(=O)(=O)N2CCN(Cc3ccccc3)CC2)c(C)s1	0	-1	-6	4	-5
47	CN1CCN(c2ccc(Cl)cc2NC(=O)c2nn(-c3ccccc3)c(=O)c3ccccc23)CC1	6	5	-1	1	-4
48	N/C(=N\OC(=O)CC1CCCCC1)c1cccc(Br)c1	1	3	-2	1	-4
49	O=C(Nc1nc2ccccc2[nH]1)c1cccc(Br)c1	1	-2	4	4	-2
50	O=C(NCC1CCCN(C(=O)c2cccc(C(F)(F)F)c2)C1)c1ccc(F)cc1 (stereo not given)	-3	4	-5	2	5

no.	UHRF1 binding	rCAG binder	PG9 binder	LEDGF integ inh	PRMT1 FP inh
41	-1	-3	-0.5	-1	2
42	1	6	-0.3	-8	4
43	0	3	0.2	1	-1
44	2	3	-0.5	-2	-3
45	4	-7	-2.9	-3	-2
46	5	-2	0.5	5	-5
47	0	-1	-1.8	-2	-2
48	2	-6	-0.8	-1	2
49	5	2	2.5	2	4
50	-3	-6	0.9	5	-2

# An excerpt of these results, screen by screen:
(1) CC(C)n1c(SCC(=O)Nc2nc3ccccc3s2)nc2c1c(=O)n(C)c(=O)n2C
(2) CC[C@H](C)[C@H](NC(=O)OCc1ccccc1)C(=O)OCC(=O)Nc1ccc(N2CCOCC2)cc1
(3) CCC1CCC2(CC1)NC(=O)N(CC(=O)Nc1cc(C)on1)C2=O (stereo not given)
(4) CCSC(=Nc1ccccc1)N1CCOCC1
(5) CS(=O)(=O)N(CC(=O)Nc1ccc(F)cc1F)c1cccc([N+](=O)[O-])c1
(6) Cc1occc1-c1nnc(SCC(=O)N2CCN(c3ncccn3)CC2)n1-c1ccccc1
(7) Cc1cc(=O)c(C(=O)O)nn1-c1cccc(C(F)(F)F)c1
(8) CCc1ccc(NC(=O)CSc2nc(=O)n(CCN(C)C)c3c2CCCC3)cc1

compound no.,1,2,3,4,5,6,7,8
ABHD4 inh,-14,-9,1,-2,2,1,1,1
TCR-CD3 inh,4,-6,-1,5,5,.,4,4
MBD2 inh,9,7,1,-6,1,4,3,-1
Rev-erbA mod,1,2,1,0,-6,1,-4,3
HTRA1 inh,7,12,-1,.,-1,.,0,2
UHRF1 binding,6,3,0,-3,0,1,4,0
rCAG binder,1,-3,-2,-1,1,2,2,-8
PG9 binder,1.3,2.2,1.6,-2.3,-2.2,.,-0.6,0.1
LEDGF integ inh,4,0,-2,3,-4,0,4,3
PRMT1 FP inh,-1,5,-2,-8,-1,-1,0,-2

# New compounds follow.
no.	Compound	ABHD4 inh	TCR-CD3 inh	MBD2 inh	Rev-erbA mod	HTRA1 inh
51	CCCCn1c(SCc2cccc([N+](=O)[O-])c2)nc2ccsc2c1=O	2	-3	2	4	-14
52	CC1(C)Cc2c(sc(NC(=O)C(C)(C)C)c2C#N)C(C)(C)N1	-2	8	3	-5	6
53	O=C(c1ccc(-n2c(SCc3cc(F)ccc3F)nc3ccccc3c2=O)cc1)N1CCOCC1	7	2	-5	2	-3
54	O=C(Oc1c(-c2ccccc2)c(=O)n2c3c(cccc13)CC2)c1ccco1	-3	1	-4	2	.
55	O=C(CCc1nc2ccccc2c(=O)[nH]1)NNC(=O)COc1cccc(F)c1	2	6	-2	-4	1
56	Cc1cc(NC(=O)CSc2nnc(-c3cccs3)n2N)no1	-1	-2	1	1	0
57	COc1cc(/C=N\NC(=O)c2cccnc2)ccc1OC(=O)c1ccccc1Cl	0	-3	1	1	-2
58	c1cncc(-c2nc(NCC3COc4ccccc4O3)c3ccccc3n2)c1 (stereo not given)	0	3	-2	4	-67

no.	UHRF1 binding	rCAG binder	PG9 binder	LEDGF integ inh	PRMT1 FP inh
51	3	1	1.0	0	2
52	10	-5	-0.3	-1	-3
53	-1	1	-2.5	-1	2
54	2	-7	-2.0	0	-4
55	-3	3	-0.3	2	2
56	1	-2	-0.3	4	-3
57	1	2	-0.4	-8	0
58	0	1	3.2	2	1

# Compound activity as filed in PubChem BioAssay.
